S3 lipid droplet = qHTS Assay for Lipid Storage Modulators in Drosophila S3 Cells; Drosophila S3 cells, BODIPY lipid droplet fluorescence, 18-24 h; cells fed with added oleic acid; Potency in µM for hits, for the others lipid storage change, negative = inhibition, % at the top dose, mostly 46.1 µM; 320,000 compounds, 0.64% hits; active means well fitted inhibition curve with a large enough effect in the signal ratio, with a control signal flat, not every such curve was filed as active; inconclusive means small, poorly fitted or top-dose-only effect, or effect the other way, or a change in a side signal; the % refers to the signal ratio
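Drosophila S3 cells got compounds at several concentrations plus oleic acid (400 uM solution). Laser-scanning cytometry with 488 nm excitation read lipid droplets at 500-530 nm and cells at 575-640 nm. Percent activity was relative to 20 uM Triacsin C.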
S3 lipid droplet cell count max = recorded beside S3 lipid droplet, whose call it bears; cell number change, %; measured here: cell count max response;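 cells counted by Cell Tracker Red CMTPX staining in the red channel; peak over a dose series mostly up to 46.1 µM; percent activity relative to internal control wells on each plate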
* marks the source's active call; other numbers are inactive results; i = inactive; ? = inconclusive; . = not tested or not shown. On the % scale 0 is the no-effect control and ±100 the full control effect; potency means the concentration at half of the fitted maximal effect. Only part of the results is shown (hit frequency here may not be typical).

SMILES	S3 lipid droplet	S3 lipid droplet cell count max
CCOC(=O)C1CCCN(C(=O)c2ccc3c(c2)N(C)C(=O)/C(=C/c2ccccc2Cl)S3)C1 (stereo not given)	?	.
O=C(O)COc1ccc(/C=C/c2nc(-c3ccccc3O)n[nH]2)cc1	-16%	1
CCc1ccc(-c2nnn(Cc3nc4ccccc4s3)n2)cc1	?	.
COc1cccc(-c2nc(CS(=O)CC(=O)NC3CCCC3)c(C)o2)c1 (stereo not given)	?	.
CSc1cccc(NC(=O)COC(=O)c2ccccn2)c1	?	.
COC(=O)C1C(=O)C2=C(CC1C)NC(=O)CC2c1cccc(C)c1 (stereo not given)	?	.
COc1ccc(/C=C(\NC(=O)c2ccccc2)C(=O)NNC(=O)CCN2CCOCC2)cc1	0%	1
O=C(Nc1ccccc1)N(c1ccccc1)C1C=CS(=O)(=O)C1 (stereo not given)	1%	11
O=C(CNC(=S)N(Cc1ccccc1F)C1CCCCC1)NCCN1CCOCC1	?	.
Cc1cc(-c2ccccc2)[nH]c(=O)c1S(=O)(=O)c1ccccc1	?	.
Cc1ccc(-c2nnc(NC(=O)C3=COCCO3)o2)c(C)c1	?	.
CCC(CC)C(=O)NCCc1cc2c(C)ccc(C)c2[nH]c1=O	-1%	4
COc1ccc(C(=O)NNC(=S)Nc2ccccc2)cc1	?	.
O=C(NC1(C(F)(F)F)C(=O)Nc2c1c(=O)[nH]c(=O)n2Cc1ccco1)C1CCCCC1 (stereo not given)	?	.
CCC(Oc1ccccc1)C(=O)Nc1ccccc1C(=O)N1CCCCC1 (stereo not given)	17%	13
CCc1nc2oc3ccccc3c(=O)c2c(=O)n1Cc1ccc(OC)cc1	?	.
COC(=O)Cn1c(=O)c2c(n(Cc3ccccc3)c1=O)N/C(=C/c1ccc(Br)cc1)C2=O	12%	0
O=C(Nc1cccc(Cl)c1)Nc1nc(-c2ccc(Cl)cc2)cs1	i	-12
Cc1ccc(S(=O)(=O)NC2CCCCC2)cc1	10%	-3
Cc1ccc(NC(=O)Cn2c(=O)n(Cc3ccco3)c(=N)c3c4c(sc32)COC(C)(C)C4)cc1	?	.
O=[N+]([O-])c1ccc(CNc2cccc(F)c2)s1	i	20
O=C(NCc1ccco1)c1nc2nc(-c3cccs3)cc(C(F)(F)F)n2n1	17%	-17
O=C(CN1C(=O)S/C(=C/c2cccs2)C1=O)N1CCCC1	?	.
Cc1ccc(C(=O)NC(=O)OCCn2c(C)cnc2[N+](=O)[O-])cc1	?	.
COC(=O)C1=NN(c2cccc3ccccc23)C2C(=O)N(c3ccccc3OC)C(=O)C12 (stereo not given)	5%	9
COc1ccc(NC(=O)Nc2ccc(Cc3ccncc3)cc2)cc1OC	?	.
COc1cccc(Oc2nc(N)ncc2[N+](=O)[O-])c1	i	-10
COc1ccc(S(=O)(=O)N(C)CC(=O)Nc2ccccc2SC)cc1Cl	i	.
Cc1ccc(NC(=O)CCN2CCOCC2)cc1C	2%	-1
O=C(CCc1ccccc1)NCCc1cccs1	4%	-4
CCOC(=O)COc1c(Cl)cc(C2NC(=S)NC(c3ccccc3)=C2C(C)=O)cc1OC (stereo not given)	?	.
COc1ccc2cc(C(c3nnnn3C(C)(C)C)N3CCSCC3)c(=O)[nH]c2c1 (stereo not given)	18%	-2
COc1ccc(C2C(C#N)=C(C)NC(C)=C2C(=O)OC(C)C)c(OC)c1 (stereo not given)	-30%	-38
Nc1nc(SCC(=O)Nc2cc(-c3ccccc3)nn2-c2ccccc2)n[nH]1	?	.
O=c1cc(N2CCOCC2)c2ccccc2o1	0%	21
C=CCOn1c(=O)c(-c2ccc(OC)c(OC)c2)[n+]([O-])c2ccccc21	i	.
CCOc1ccc2ccccc2c1CNc1nnnn1CC	?	.
C[C@@H]1[C@H](O)C[C@@]23COC(=O)C2=CCCC3[C@@]1(C)CCC1COC(=O)C1 (stereo not given in full)	?	.
COc1ccc(NC(=O)C2CCCN(CCCc3ccccc3)C2)cc1OCC(C)C (stereo not given)	?	.
CNC(=O)CN(c1ccc(OC)cc1)S(=O)(=O)c1ccc(F)cc1	4%	22
CC(C)c1ccc(/C=C2\Oc3c(ccc(O)c3CN3CCN(C)CC3)C2=O)cc1	5%	-2
O=C(NNC(=O)c1ccccc1-n1cccc1)c1ccc(Cl)cc1Cl	10%	-9
O=C(NCCN1CCOCC1)c1ccc(Cl)c(S(=O)(=O)N2CCOCC2)c1	?	.
CCc1ccccc1NCC(=O)Nc1ccc(Cl)c(C(F)(F)F)c1	?	.
COc1ccccc1/C=C1\SC(=O)N(CCC(=O)NNC(=O)c2ccccc2Cl)C1=O	?	.

Reformatted: entries from further up
Cc1ccc(-c2nnc(NC(=O)C3=COCCO3)o2)c(C)c1
  S3 lipid droplet = ?; S3 lipid droplet cell count max = .
CCC(CC)C(=O)NCCc1cc2c(C)ccc(C)c2[nH]c1=O
  S3 lipid droplet = -1%; S3 lipid droplet cell count max = 4
COc1ccc(C(=O)NNC(=S)Nc2ccccc2)cc1
  S3 lipid droplet = ?; S3 lipid droplet cell count max = .

The list goes on.
SMILES	S3 lipid droplet	S3 lipid droplet cell count max
O=C(N/N=C/c1c[nH]c2ccccc12)c1cc(Br)ccc1O	i	.
CCCCNc1c(-c2ccc(OC)c(SC3CCCCC3)c2)nc2cnccn12	?	.
CC(C)(C)OC(=O)N1Cc2ccccc2C[C@H]1C(=O)NCC(=O)Nc1ccc2c(c1)OCCO2	i	-17
CCCCn1c(NC(=O)c2ccc(Br)o2)c(S(=O)(=O)c2ccccc2)c2nc3ccccc3nc21	i	25
O=[N+]([O-])c1ccc(S(=O)(=O)NCCS(=O)(=O)N2CCN(c3ccccc3)CC2)cc1	?	.
Cc1nn(Cc2ccccc2)c(C)c1CNC(=O)c1ccc(F)c(S(=O)(=O)N2CCOCC2)c1	11%	-12
COc1ccc2c3c([nH]c2c1)C1(NCC3)C(=O)Nc2ccccc21 (stereo not given)	-2%	24
Cc1ccc(C(=O)N2CCN(Cc3ccc4c(c3)OCO4)CC2)cc1S(=O)(=O)N1CCOCC1	-2%	-3
O=C(c1ccc2nc3ccccc3c(=O)n2c1)N1CCN(Cc2ccc3c(c2)OCO3)CC1	?	.
Cc1cc(C(=O)OCC(=O)Nc2ccc(F)cc2[N+](=O)[O-])c2ccccc2n1	?	.
Cc1nc(-c2ccc(Br)cc2)ccc1C(=O)O	0%	7
Cc1[nH]c2ccccc2c1C(c1ccncc1)N1CCN(c2ccccc2F)CC1 (stereo not given)	?	.
CN(C(=O)COC(=O)c1ccc(Cl)c(S(=O)(=O)N2CCCCC2)c1)C1(C#N)CCCCC1	?	.
CCOC(=O)C1=C(Nc2ccccc2)CC(C)(O)C(C(=O)OCC)C1c1ccc(Br)cc1 (stereo not given)	?	.
CN1CCN(c2nc3c(c(=O)n(C)c(=O)n3C)n2Cc2ccc(Cl)cc2)CC1	-11%	1
COc1ccc(S(=O)(=O)Nc2ccc3c(c2)n(C)c(=O)n3C)cc1OC	?	.
Cc1cc2c(cc1C)-c1c(ssc1=Nc1ccc(S(N)(=O)=O)cc1)C(C)(C)N2	5%	-16
Cc1cc(C)n(CC(=O)Nc2ccc(N3CCOCC3)c(Cl)c2)c(=O)c1C#N	?	.
CC(C)c1ccc(OCC(=O)Nc2ccc(OC(F)(F)F)cc2)cc1	-3%	-12
COc1ccc(NC(=O)CNC(=O)C2CCCCC2)cc1	?	.
CNS(=O)(=O)c1cc(O)c2c(S(=O)(=O)NC)cccc2c1	?	.
COc1ccccc1NC(=O)c1[nH]c(C)c(C(C)=O)c1C	?	.
Cc1cccc(-n2cc[nH]c2=S)c1	15%	9
Oc1c(N=NC(=S)Nc2ccccc2F)c2ccccc2n1Cc1ccccc1	?	.
O=C1C(Cl)=C(N2CCCCCC2)C(=O)N1c1ccccc1	?	.
CC1=C(C(=O)OC2CCCC2)C(c2coc3ccccc3c2=O)C2=C(CC(C)(C)CC2=O)N1 (stereo not given)	0%	-1
Cc1ccc(C)c(OCc2cc(C(=O)N3CC[C@@H]4CCCC[C@H]4C3)no2)c1	?	.
Cc1n[nH]c(C)c1CCCCOc1ccc([N+](=O)[O-])cc1	-5%	1
COc1ccc(S(=O)(=O)NC2CC(=O)N(c3cccc(F)c3)C2)cc1OC (stereo not given)	?	.
NC(=O)c1ccsc1NC(=O)CSc1ccccc1F	?	.

A different layout for some results above:
O=C(CNC(=S)N(Cc1ccccc1F)C1CCCCC1)NCCN1CCOCC1
- S3 lipid droplet: ?
- S3 lipid droplet cell count max: .
Cc1cc(-c2ccccc2)[nH]c(=O)c1S(=O)(=O)c1ccccc1
- S3 lipid droplet: ?
- S3 lipid droplet cell count max: .

More structures.
SMILES	S3 lipid droplet	S3 lipid droplet cell count max
Cc1nc(NCC2CCCO2)nc2c1C(=O)CC(C)C2 (stereo not given)	?	.
Cc1ccc(C)c(NC(=O)CCC(=O)NNC(=S)Nc2ccccc2)c1	?	.
CC(=O)N/C(=C\c1cccc([N+](=O)[O-])c1)C(=O)NC1CCCCC1	?	.
O=C(Nc1ccc(Cl)cc1Cl)C1CCC(=O)N1Cc1ccccc1Cl (stereo not given)	-15%	-8
CCOCCCn1c(=NC(C)=O)c(C#N)cc2c(=O)n3cccc(C)c3nc21	3%	16
Nn1cc(-c2ccccc2)nc1SCC(=O)N1CCN(S(=O)(=O)c2ccc(Cl)cc2)CC1	13%	-5
O=C(CCN1CCCCC1)N=Nc1c(O)[nH]c2ccccc12	-4%	4
O=c1c(-c2cc3ccccc3o2)[n+]([O-])c2ccccc2n1OCc1ccccn1	i	.
CCC(=O)Nc1ccc(S(=O)(=O)NCCc2ccccc2)cc1	?	.
CC1CCCCN1S(=O)(=O)c1ccc(C(=O)Nc2nnc(-c3cccs3)o2)cc1 (stereo not given)	?	.
COc1cc(NC(=O)C/C(C)=N/NC(=O)C(OC)c2ccccc2)c(OC)cc1Cl (stereo not given)	17%	2
CCCOc1ccccc1/C=N/Nc1ccnc(=O)[nH]1	?	.
O=C(CCCN1C(=O)/C(=C/c2cccs2)SC1=S)Nc1ccccc1O	?	.
COc1cc(/C=C(\C#N)c2ccccn2)ccc1OCc1ccc(Cl)cc1	11%	0
CCN(CC)c1ccc(NC(=O)C2=CC=CN3CCS(=O)(=O)N=C23)cc1	6%	-15
CCN(CC)c1nc(N)nc(NS(=O)(=O)c2ccc(Cl)cc2)n1	8%	7
CC1(C)C2CCC(C2)C1(C)NC(=O)CNCc1cccs1 (stereo not given)	?	.
CC1=C(C(=O)Nc2ccccc2C)C2(CCCC2)C(C(N)=O)C(=O)N1 (stereo not given)	i	3
CCCCN(C(=O)c1ccc(C)o1)c1c(N)n(CCCC)c(=O)[nH]c1=O	?	.
Cc1ccc(OCC(=O)N2CC(C)OC(C)C2)c([N+](=O)[O-])n1 (stereo not given)	?	.
Cc1cc(C)n(C(=O)CNC(=O)c2ccc3c(c2)OCCO3)n1	2%	16
COc1ccccc1OCC(=O)N(Cc1nc(-c2ccccc2)no1)C1CCCCC1	?	.
COC(=O)CCCC1=CC2=CC(=O)C(C)(OC(=O)c3cccs3)C(=O)C2=CN1Cc1ccc2c(c1)OCO2 (stereo not given)	1%	10
CC(C)N(C)C1CCN(C(=O)Nc2ccc(Cl)cc2)CC1	?	.
N/C(=N\OC(=O)COc1ccc(Cl)cc1)c1ccc(Cl)cc1	?	.
O=C(CNc1ccccc1)N/N=C/c1ccc2c(c1)OCO2	?	.
Brc1c(-c2ccc3c(c2)OCO3)nc2ncccn12	-10%	-3
CCOC(=O)N1CCC(c2[nH][nH]c(=O)c2C)CC1	1%	4
C=CCn1c(=O)[nH]c2cc(C(=O)N3CCN(c4cc(C)ccc4C)CC3)ccc2c1=O	?	.
CC(C)(C)OC(=O)[C@H](Cc1ccccc1)NC(=O)c1nc[nH]c1C(=O)N1CCN(c2ccccc2)CC1	?	.
Fc1ccc(OCCCn2ccnc2)cc1	?	.
COc1ccc(C(=O)N2CCNC(=O)C2CC(=O)Nc2ccc(C)c(C)c2)cc1 (stereo not given)	i	23
NNC(=O)c1cccc(S(=O)(=O)Nc2cccc(C(F)(F)F)c2)c1	7%	1
O=C(NCCCN1CCc2ccccc2C1)C1CCN(S(=O)(=O)N2CCC3(CC2)OCCO3)CC1	-16%	0
COC(=O)c1ccc(C(=O)OC)c(NC(=O)/C=C/C(=O)O)c1	?	.
O=C(c1cccc(S(=O)(=O)NCc2ccccc2)c1)N1CCCCC1	23%	.
CCc1ccc(N2CC(C(=O)OCC(=O)Nc3ccc(C#N)cc3)CC2=O)cc1 (stereo not given)	?	.
CCCc1cc(=O)[nH]c(SCC(=O)c2cc(C)n(C(C)COC)c2C)n1 (stereo not given)	14%	-12
Cc1ccc(C(=O)N2CCCC2)cc1S(=O)(=O)Nc1ccccc1	-44%	.
O=C(Nc1ccc(-c2cn3ccsc3n2)cc1)C1COc2ccccc2O1 (stereo not given)	5%	-29

Sorted by count of non-hydrogen atoms (rising): part of the list above
SMILES	S3 lipid droplet	S3 lipid droplet cell count max
O=C(CCN1CCCCC1)N=Nc1c(O)[nH]c2ccccc12	-4%	4
CCC(=O)Nc1ccc(S(=O)(=O)NCCc2ccccc2)cc1	?	.
COC(=O)C1=NN(c2cccc3ccccc23)C2C(=O)N(c3ccccc3OC)C(=O)C12 (stereo not given)	5%	9
